# MEP2 TOR yeast = modulators of TOR pathway MEP2-GFP in S. cerevisiae | S. cerevisiae MEP2-GFP strain, flow cytometry GFP, 3 h; 100% = DMSO control level | GFP response vs DMSO, % at 10 µM | hit rate 0.51% among 330,000 | AID 2016;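 active means GFP response versus DMSO above a set limit, roughly screen mean plus 3 SD, cut at about 180% in these data; inconclusive means fewer than 70 cells counted for a yeast strain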;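 further: median GFP fluorescence of the barcode-gated MEP2-GFP cells per well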
# proCasp3 act = activators of human procaspase-3; recombinant procaspase-3 D3A, Ac-DEVD-pNA absorbance 405 nm; hit rate 0.11% among 330,000; AID 463141; activation, % at 8.5 µM;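 active means activation above the mean of all tested compounds plus 3 SD, cut at about 21% in these data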;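 further: 0% = DMSO alone and 100% = DMSO wells spiked with extra 5 µM PC-3 D3A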
# Target sequence (P42574 whole entry D9A/D28A/D175A): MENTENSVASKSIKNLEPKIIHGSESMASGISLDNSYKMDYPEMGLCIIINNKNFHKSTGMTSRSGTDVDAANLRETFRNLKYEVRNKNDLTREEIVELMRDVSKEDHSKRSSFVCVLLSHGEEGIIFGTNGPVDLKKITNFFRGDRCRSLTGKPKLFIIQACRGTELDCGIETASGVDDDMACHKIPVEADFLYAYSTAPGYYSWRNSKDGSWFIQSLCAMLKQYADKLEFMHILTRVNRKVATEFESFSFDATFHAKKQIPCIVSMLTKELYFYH
#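 Assay system: Procaspase-3 D3A mutant, all three cleavage aspartates alanine. Buffer or medium: Zinc-free HEPES saline buffer with Triton X-100. Times: 1 h compound preincubation, 2 h substrate hydrolysis at 25 °C. Measured by: 405 nm absorbance of p-nitroaniline, reads at 0 and 120 min. Read-out basis: percent activation relative to control range. Replicates: singlicate.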
# AHR activator = activates the human aryl hydrocarbon receptor | AID 2796 | AHR-responsive luciferase reporter cells, luminescence | activation, % at 5 µM | hit rate 2.5% among 320,000; in the data active means activation above about 47%;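 further: 0% = vehicle wells and 100% = reference agonist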
# LAP4 TOR yeast = yeast TOR pathway LAP4-GFP modulation; GFP response vs DMSO, % at 10 µM; AID 2023; S. cerevisiae LAP4-GFP multiplex, flow cytometry GFP, 3 h; median GFP as percent of DMSO wells; hit rate 0.34% among 320,000;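 active means GFP response vs DMSO above a set limit, about the screen mean plus 3 SD, cut at about 150% in these data; inconclusive means under 70 cell events counted for the yeast strain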
# procasp7 counter = counter-screen: procaspase-7 (human) activation. hit rate 0.093% among 330,000. activation, % at 8.5 µM. P55210. AID 463210. recombinant procaspase-7, Ac-DEVD-pNA absorbance 405 nm; D23A/D198A/D206A triple mutant, cannot self-cleave; scale: DMSO 0, 5 µM enzyme 100;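 active means percent activation above the screen-wide mean plus 3 SD, cut at about 25% in these data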
# Target sequence (P55210 whole entry D23A/D198A/D206A): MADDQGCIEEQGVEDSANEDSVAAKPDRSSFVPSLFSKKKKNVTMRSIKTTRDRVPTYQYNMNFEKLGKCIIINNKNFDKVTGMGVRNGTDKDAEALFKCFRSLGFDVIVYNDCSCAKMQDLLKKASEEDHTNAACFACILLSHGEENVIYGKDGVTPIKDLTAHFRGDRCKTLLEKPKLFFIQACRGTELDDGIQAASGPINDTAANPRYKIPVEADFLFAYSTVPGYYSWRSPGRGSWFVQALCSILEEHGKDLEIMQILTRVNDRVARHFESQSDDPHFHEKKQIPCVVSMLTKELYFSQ
#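 Detection: p-Nitroaniline absorbance at 405 nm, read at 0 and 120 min; system: Uncleavable procaspase-7 mutant enzyme; evaluation: % activation from two-timepoint absorbance difference, scaled to controls; times: 1 h enzyme–compound preincubation and 2 h substrate reaction, both 25 °C; buffer or medium: Zinc-free HEPES pH 7.4 with 300 mM NaCl, 0.01% Triton X-100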
# RPL19A TOR yeast = modulators of TOR pathway RPL19A-GFP in S. cerevisiae. percent response vs DMSO, % at 10 µM. hit rate 0.3% among 330,000. S. cerevisiae RPL19A-GFP strain, flow cytometry, 3 h; stronger effect = lower value;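 active means percent response vs DMSO below 50%; inconclusive means fewer than 70 events counted for the yeast strain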;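 further: median channel GFP fluorescence of the barcoded RPL19A-GFP strain; ratio of sample median GFP to plate DMSO average so 100% = DMSO; lower means less RPL19A-GFP as with rapamycin TOR inhibition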
# JMJD2C inh = blocks human GASC-1 demethylase activity | GST-JMJD2C(1-420) H3K9me3 demethylation, DELFIA europium | inhibition, % at 2.35 µM | hit rate 0.069% among 330,000 | AID 2099;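 active means more than half of a compound's replicate wells show inhibition beyond 50%, single wells judged on their own value; inconclusive means some, but no more than half, of replicates pass 50% inhibition; inactive means no replicate passes 50% inhibition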;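 further: signal counts dimethyl H3K9 product captured on neutravidin plate; 0% = median of DMSO wells and 100% = 0.3 times that DMSO median; strong numbers were not always called active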
# Target sequence (Q9H3R0 1-420 limits assumed): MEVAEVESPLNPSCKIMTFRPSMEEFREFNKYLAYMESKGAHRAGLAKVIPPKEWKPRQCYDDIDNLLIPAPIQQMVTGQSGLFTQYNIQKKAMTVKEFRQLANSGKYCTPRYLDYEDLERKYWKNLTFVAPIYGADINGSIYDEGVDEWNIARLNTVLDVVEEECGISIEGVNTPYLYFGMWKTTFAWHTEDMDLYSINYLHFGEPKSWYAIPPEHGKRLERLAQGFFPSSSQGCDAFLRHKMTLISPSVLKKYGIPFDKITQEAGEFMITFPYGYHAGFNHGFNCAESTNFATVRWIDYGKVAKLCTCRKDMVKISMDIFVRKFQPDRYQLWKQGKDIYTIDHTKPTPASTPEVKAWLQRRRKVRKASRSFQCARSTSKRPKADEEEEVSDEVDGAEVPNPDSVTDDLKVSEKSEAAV
# CR mimetic SO = yeast age-related superoxide inhibition as caloric restriction mimetic; superoxide response (% of plate mean), % at 10 µM; S. cerevisiae aged cells, superoxide DHE fluorescence; stronger effect = lower value; AID 2690; hit rate 0.18% among 330,000;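 active means superoxide response under a set limit, about three screen SD below normal, cut at about 65% in these data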;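 further: yeast aged for seven days with compound at 30 °C before DHE staining; 100% = average MFI of all compound-treated wells on the plate with controls excluded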
# * marks the source's active call; other numbers are inactive results; ? = inconclusive; . = no result given; & = joins results of further samples; [ ] = dose if it differs, or a comment.
SMILES,MEP2 TOR yeast,proCasp3 act,AHR activator,LAP4 TOR yeast,procasp7 counter,RPL19A TOR yeast,JMJD2C inh,CR mimetic SO
COC(=O)CNC(=O)c1cn(CC(C)C)c(=O)c2cc(OC)c(OC)cc12,98,1,2,92,3,94,-3,90
CCCCc1ccc(NC(=O)N2CCN(c3cc(C)nc4ccccc34)CC2)c(C)c1,107,2,-1,92,-2,103,-17,101
CC1(C)CC(NC(=O)C2CCN(S(=O)(=O)c3ccccc3C(F)(F)F)CC2)CC(C)(C)N1,104,0,-1,83,0,104,35,97
CCSc1nnc(NC(=O)c2cccnc2Cl)s1,102,3,15,91,-3,101,5,100
Cc1ccc(S(=O)(=O)N2CCCCC2)cc1C(=O)c1nccn1C,103,5,-1,97,3,97,0,90
Cc1c(Cl)cccc1NC(=S)N1CCN(C(=O)C2CCCO2)CC1 (stereo not drawn),100,-6,3,91,-3,102,-9,98
Cc1ccc(NC2=NCC(Cc3ccc(Br)cc3)S2)cc1 (stereo not drawn),95,-1,-1,92,-1,99,48,86
Cc1ccc(Cc2nnc3n(-c4ccccc4)nc(C(=O)c4ccccc4)n3c2=O)cc1,99,1,-1,98,-2,99,-1,108
O=C(O)c1cn(-c2ccc(N3CCCC3)c(F)c2)c2c(F)c(F)c(F)cc2c1=O,95,-2,-1,118,-3,64,-16,116
C/C(=N\NC(=O)c1c(C)nc2ccccn12)c1cccc([N+](=O)[O-])c1,99,0,12,113,9,95,21,103
COc1cc(NC(=S)NNC(=O)CC(C)C)c(OC)cc1Cl,104,-1,5,89,-1,98,-2,103
COc1ccccc1N1CC(C)(C)C(=O)N(C(=O)c2c(F)cccc2Cl)C1=S,92,-8,-1,114,-4,96,6,91
c1ccc2c(Nc3ccc4c(c3)OCCO4)c3c(nc2c1)CCC3,98,-5,30,86,-5,108,3,85
COc1ccccc1-n1c2c(cc(C(=O)N3CCC(C)CC3)c1=O)C(=O)CC(C)(C)C2,106,1,0,100,6,102,-6,96
O=C(O)CC(C(=O)OC1CCCCC1)N1CCOCC1 (stereo not drawn),95,-1,-2,99,-2,95,2,94
O=C1c2ccccc2C(=O)N1CCCn1c(=O)oc2ccccc21,95,-1,18,110,6,98,-5,82
Cc1nc(N2CCCCC2)sc1C=O,104,2,2,91,1,101,27,124
COc1ccc(OC)c(C2NC(=S)NC3=C2N2CCC3CC2)c1 (stereo not drawn),106,0,0,107,-4,97,-4,123
NC(=O)c1c(NC(=O)C2CCCO2)sc2c1CCCCC2 (stereo not drawn),101,-16,7,99,-23,105,7,114
CCC(=O)NCCc1nc2cc(NC(=O)COc3ccccc3)ccc2n1C,107,-6,5,93,7,106,4,95
C[n+]1cn(Cc2cc(Cl)ccc2OC(F)F)c2ccccc21,100,-2,-1,100,3,101,-5,96
COc1ccccc1OCC(=O)Nc1cccc(S(=O)(=O)NC2=NCCCCC2)c1,101,7,1,102,5,105,11,98
N/C(=N\OC(=O)Cc1ccccc1)c1ccc(Br)cc1,93,2,-5,108,6,96,6,93
Cc1ccc(C2C(C(=O)c3ccco3)=C(O)C(=O)N2c2nnc(C)s2)cc1 (stereo not drawn),105,-4,4,98,3,103,2,114
Cc1cc(Nc2cccc(F)c2)n2c(n1)nc1ccccc12,101,-3,3,99,0,102,-4,86
COC(=O)c1cccc(C23CC4(C2)[C@H](CN(Cc2ccc(C(F)(F)F)cc2)[C@@H]4c2ccccc2)C3c2ccc(Cl)nc2)c1 (stereo partly drawn),98,11,8,93,-2,96,-2,100
NC(=O)c1ccc(-c2ccccc2F)cc1,107,-5,4,108,-3,106,-5,111
O=C1C=C(NCCNc2c(F)c(F)c(CO)c(F)c2F)CCC1,99,-5,2,92,3,94,-6,93
Cc1oc(-c2ccc(Cl)cc2)nc1CS(=O)CC(=O)NCCN1CCCC1 (stereo not drawn),94,1,6,95,-6,106,11,95
CCOCCCNC(=O)/C(C#N)=C/c1ccccc1F,98,8,-2,103,10,98,-13,85
C/C(N)=C(/C#N)C(=O)CSc1nnnn1-c1ccc(C)cc1C,105,-11,2,100,-2,98,7,97
Cc1cc(C)n(Cc2ccccc2)c(=O)c1S(=O)(=O)c1ccccc1,96,14,3,96,-9,96,-12,109
CSCCC1NC(=O)N(C(C)C(=O)Nc2cc(Cl)cc(Cl)c2)C1=O (stereo not drawn),109,10,9,104,-1,100,1,98
Cc1nc2ccccc2c(=O)n1-c1ccc(F)c(NC(=O)c2cccs2)c1,103,5,0,94,2,101,-3,117
Cc1ccc(OCC(=O)Nc2ccccc2C(=O)NC2CC2)cc1C,97[may fluoresce green],10,5,96[may fluoresce green],2,99[may fluoresce green],7,101
CCOC(=O)C1C(=O)NC(c2ccccc2)=NC1c1ccc(Br)cc1 (stereo not drawn),94,1,2,96,-1,99,12,113
Cc1cc(C)n2nc(SCCCC(=O)c3ccccc3)nc2n1,102,-5,1,99,14,109,-11,92
COCCNC(=O)c1ccc2c(c1)S(=O)(=O)c1cc(Cl)ccc1C2=O,96,-4,5,103,8,98,9,94
Cc1cc(Nc2ccc(Cl)cc2)nc(-c2ccccc2O)n1,114,.,.,104,.,111,2,105
Cc1ccc(S(=O)(=O)N2CCN(C(=O)Cn3cnc4c3c(=O)n(C)c(=O)n4C)CC2)cc1C,110,5,15,112,1,98,-5,94
CCCCN(C(=O)Cn1nnc2ccccc21)C(C(=O)NCCOC)c1ccc(OC)cc1 (stereo not drawn),102,0,2,96,-6,96,5&0,94
CCN(CC)CCN1C(=O)C(=O)/C(=C(/O)c2ccc(OC)c(OC)c2)C1c1ccccn1 (stereo not drawn),103,-5,2,100,-30,101,10,97
Cc1nc2ccccc2n1CC(=O)c1ccccc1,99,3,10,96,8,101,-1,108
CCn1c(=O)n(CC)c2cc([N+](=O)[O-])ccc21,107,-2,9,103,6,103,5,86
c1coc(C2=Nc3cccc4cccc(c34)N2)c1,107,-12,3,90,-2,102,14,79
O=C(CC1=NC2(CCCC2)Cc2ccccc21)N1CCOCC1,99,1,0,75,-1,112,0,94
Cc1ccc2nsnc2c1S(=O)(=O)NCCc1c(C)[nH]c2ccc(F)cc12,107,5,8,102,-1,103,-8,123
CC(C(N)=O)N1C(=O)NC2(CCCc3ccccc32)C1=O (stereo not drawn),98,5,1,95,-1,99,-6,84
COc1ccc(N2CCN(S(=O)(=O)CCNC(=O)c3ccco3)CC2)cc1,103,-10,-1,96,7,94,-24,103
COc1ccc(-c2nnc(SCC(=O)Nc3ccc4c(c3)OCCO4)n2N)cc1OC,103,-7,7,98,9,102,-5,94
CCc1ccccc1N1CC(C(=O)N2Cc3ccccc3CC2C(N)=O)CC1=O (stereo not drawn),93,-2,-5,91,1,94,-6,94
O=C(NCc1ccco1)c1ccc(S(=O)(=O)N2CCCc3ccccc32)cc1,102,6,2,102,-4,97,-6,86
COC(=O)C1C(=O)C=C(Nc2ccc(F)cc2)CC1c1ccc(OC)cc1 (stereo not drawn),102,3,5,93,17,103,-5,65*
COc1ccc(/C=N/NC(=O)c2cc[n+]([O-])cc2)cc1OC,109,1,1,93,-2,102,2,98
Cc1[nH]nc2c1C(c1ccc3c(c1)OCO3)C(C#N)=C(N)O2 (stereo not drawn),94,-1,3,82,-13,117,0,93
CC1(C)CC(=O)C=C(Nc2ccc(C(=O)O)c(O)c2)C1,103,-1,0,103,5,99,1,85
NS(=O)(=O)c1ccc(NC(=O)Nc2ccc3c(c2)OCO3)cc1,100[may fluoresce red and violet],.,.,71[may fluoresce red and violet],.,?,2,100
CC12CCC(c3nnc(SCC(=O)Nc4cccc5ccccc45)nc31)C2(C)C (stereo not drawn),99,-2,4,96,-9,97,-10,100
Cn1c(=O)[nH]c(=O)c2c1nc(N1CCNCC1)n2Cc1ccccc1Cl,112,2,0,97,-7,108,2,98
O=C(C1=C(O)C(=O)N(Cc2ccco2)C1c1cccc(Cl)c1)c1ccco1 (stereo not drawn),94,-6,-3,87,-11,90,2,105
CC(C)c1cc(C(F)(F)F)n2nc(C(=O)O)cc2n1,100,9,-3,92,5,98,2,97

# Reprinted at random: 2 compounds from above.
SMILES,MEP2 TOR yeast,proCasp3 act,AHR activator,LAP4 TOR yeast,procasp7 counter,RPL19A TOR yeast,JMJD2C inh,CR mimetic SO
CC12CCC(c3nnc(SCC(=O)Nc4cccc5ccccc45)nc31)C2(C)C (stereo not drawn),99,-2,4,96,-9,97,-10,100
COc1ccc(-c2nnc(SCC(=O)Nc3ccc4c(c3)OCCO4)n2N)cc1OC,103,-7,7,98,9,102,-5,94

# In another format: entries from further up
# Values in the order – MEP2 TOR yeast, proCasp3 act, AHR activator, LAP4 TOR yeast, procasp7 counter, RPL19A TOR yeast, JMJD2C inh, CR mimetic SO
> O=C(CC1=NC2(CCCC2)Cc2ccccc21)N1CCOCC1
→ 99, 1, 0, 75, -1, 112, 0, 94
> Cc1ccc2nsnc2c1S(=O)(=O)NCCc1c(C)[nH]c2ccc(F)cc12
→ 107, 5, 8, 102, -1, 103, -8, 123
> CC(C(N)=O)N1C(=O)NC2(CCCc3ccccc32)C1=O (stereo not drawn)
→ 98, 5, 1, 95, -1, 99, -6, 84
> COc1ccc(N2CCN(S(=O)(=O)CCNC(=O)c3ccco3)CC2)cc1
→ 103, -10, -1, 96, 7, 94, -24, 103
> COc1ccc(-c2nnc(SCC(=O)Nc3ccc4c(c3)OCCO4)n2N)cc1OC
→ 103, -7, 7, 98, 9, 102, -5, 94
> CCc1ccccc1N1CC(C(=O)N2Cc3ccccc3CC2C(N)=O)CC1=O (stereo not drawn)
→ 93, -2, -5, 91, 1, 94, -6, 94
> O=C(NCc1ccco1)c1ccc(S(=O)(=O)N2CCCc3ccccc32)cc1
→ 102, 6, 2, 102, -4, 97, -6, 86
> COC(=O)C1C(=O)C=C(Nc2ccc(F)cc2)CC1c1ccc(OC)cc1 (stereo not drawn)
→ 102, 3, 5, 93, 17, 103, -5, 65*
> COc1ccc(/C=N/NC(=O)c2cc[n+]([O-])cc2)cc1OC
→ 109, 1, 1, 93, -2, 102, 2, 98
> Cc1[nH]nc2c1C(c1ccc3c(c1)OCO3)C(C#N)=C(N)O2 (stereo not drawn)
→ 94, -1, 3, 82, -13, 117, 0, 93
> CC1(C)CC(=O)C=C(Nc2ccc(C(=O)O)c(O)c2)C1
→ 103, -1, 0, 103, 5, 99, 1, 85
> NS(=O)(=O)c1ccc(NC(=O)Nc2ccc3c(c2)OCO3)cc1
→ 100[may fluoresce red and violet], ., ., 71[may fluoresce red and violet], ., ?, 2, 100
> CC12CCC(c3nnc(SCC(=O)Nc4cccc5ccccc45)nc31)C2(C)C (stereo not drawn)
→ 99, -2, 4, 96, -9, 97, -10, 100
> Cn1c(=O)[nH]c(=O)c2c1nc(N1CCNCC1)n2Cc1ccccc1Cl
→ 112, 2, 0, 97, -7, 108, 2, 98
> O=C(C1=C(O)C(=O)N(Cc2ccco2)C1c1cccc(Cl)c1)c1ccco1 (stereo not drawn)
→ 94, -6, -3, 87, -11, 90, 2, 105
> CC(C)c1cc(C(F)(F)F)n2nc(C(=O)O)cc2n1
→ 100, 9, -3, 92, 5, 98, 2, 97

# Screening results as filed in PubChem BioAssay.

# The order is random, and some 3.8% of all compounds hit somewhere here.
